Screens: PubChem BioAssay, National Center for Advancing Translational Sciences (NCATS)
ASM inhibitor: Inhibitors of Secretory Acid Sphingomyelinase (S-ASM): qHTS. placental ASM, HMU-PC fluorogenic substrate, 60 min. Potency, µM (doses to about 57.5 µM), without a hit: at the highest dose activity change, negative = inhibition, usual class: inhibitors. AID 504937, 2011. Sphingomyelin phosphodiesterase (Homo sapiens), P17405. hit rate 0.006% among 340,000; further: potency means the concentration at half of the fitted maximal effect
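qHTS format. ASM enzyme prepared from human placenta hydrolyses the fluorogenic substrate HMU-PC0 (9 uM final) over 60 min at 37 °C after a 10 min compound preincubation.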
BCR signal inh: qHTS Assay to Find Inhibitors of Chronic Active B-Cell Receptor Signaling; ABC-DLBCL IkBa-CBG/CBR reporter, luminescence ratio, 4 h; Potency, µM (doses to about 46.1 µM), without a hit: at the highest dose ratio change, negative = lower green/red ratio, most hits filed as inhibitors; hit rate 0.05% among 340,000; AID 493014, 2011; active means well fitted inhibition curve with a large enough effect in the signal ratio, with a control signal flat, not every such curve was filed as active; inconclusive means small, poorly fitted or top-dose-only effect, or effect the other way, or a change in a side signal; the % refers to the signal ratio;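 further: potency means the concentration at half of the fitted maximal effect; plate controls were basal doxycycline-induced cells for no effect and cells given 10 µM MG132 for full effect; MG132 reads +100%, hits lower the ratio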
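TMD8 ABC-DLBCL cells carrying doxycycline-inducible green luciferase fused to IkappaBalpha plus unfused red luciferase were exposed to compounds (up to 46 uM) for 4 hrs at 37C. Activity came from the overlap-corrected green/red luminescence ratio.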
ELG1 repair inh: qHTS screen for small molecules that inhibit ELG1-dependent DNA repair in human embryonic kidney (HEK293T) cells expressing luciferase-tagged ELG1 | AID 504467, 2011 | Potency, µM (doses to about 46.1 µM), without a hit: top-dose activity change, negative = inhibition, actives largely listed as inhibitors | hit rate 2.3% among 330,000 | HEK293T ELG1-luciferase reporter, luminescence, 16 h; DNA damage induced by 5-fluorouridine; further: potency means the concentration at half of the fitted maximal effect; on the % scale 0 is the no-effect control and ±100 the full control effect; nearly all actives have a fitted effect of over 55% in size
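Luminescence from the luciferase reporter, measured 30 min after ONE-Glo reagent at room temperature, was the read-out. Beforehand, 2,000 cells per well were exposed for 16 hr at 37 °C to 5-fluorouridine together with compound or vehicle.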
TSHR antag: Antagonists of the Thyroid Stimulating Hormone Receptor: HTS campaign. activity change, negative = inhibition, % at 11.5 µM. Thyrotropin receptor (Homo sapiens), P16473. hit rate 0.2% among 330,000. TSHR-expressing cells, TSH-stimulated cAMP HTRF, 2 h; stronger effect = lower value. AID 504810, 2011;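 active means activity change below a set negative limit, meaning inhibition stronger than a set level, cut at about -70% in these data; inconclusive means activity change between two set negative limits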; further: on the % scale 0 is the no-effect control and ±100 the full control effect
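Antagonism was scored as loss of TSH-driven cAMP in TSHR cells, stimulated with 4nM TSH (EC80) for 2 hours at 37 deg C and detected by homogeneous HTRF competition immunoassay.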
Eya2 inh: qHTS Assay for Inhibitors of the Phosphatase Activity of Eya2; Protein phosphatase EYA2 (Homo sapiens), O00167; recombinant Eya2, OMFP fluorescence dephosphorylation (OMFP is methylfluorescein phosphate); Potency, µM (doses to about 76.9 µM), for the others: at the highest dose activity, negative = inhibition, hits mostly inhibitors; hit rate 0.006% among 330,000; further: potency means the concentration at half of the fitted maximal effect; on the % scale 0 is the no-effect control and ±100 the full control effect
Target sequence (O00167 whole entry, looked up): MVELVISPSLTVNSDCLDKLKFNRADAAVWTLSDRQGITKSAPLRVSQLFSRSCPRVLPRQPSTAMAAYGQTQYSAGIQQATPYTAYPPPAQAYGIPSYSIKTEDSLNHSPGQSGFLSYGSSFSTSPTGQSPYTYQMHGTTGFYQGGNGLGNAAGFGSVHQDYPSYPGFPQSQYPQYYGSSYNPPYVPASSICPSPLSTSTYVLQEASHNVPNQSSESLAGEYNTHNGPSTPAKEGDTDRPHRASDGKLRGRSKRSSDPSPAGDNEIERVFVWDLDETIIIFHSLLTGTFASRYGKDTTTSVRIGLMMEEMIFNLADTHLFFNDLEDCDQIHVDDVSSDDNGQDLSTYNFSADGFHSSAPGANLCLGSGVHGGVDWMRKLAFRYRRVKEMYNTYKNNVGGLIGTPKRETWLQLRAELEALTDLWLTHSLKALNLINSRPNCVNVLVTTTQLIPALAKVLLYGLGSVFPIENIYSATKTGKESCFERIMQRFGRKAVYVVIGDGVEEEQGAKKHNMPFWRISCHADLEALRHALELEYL
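Eya2 protein (added as 0.2 uM solution) was preincubated with compound for 10 min at ambient temperature in 50 mM HEPES pH 7.5, 50 mM NaCl, 5 uM MgCl2, 0.05% BSA, 1 mM DTT. OMFP (added at 50 uM) then reacted 10 min; fluorescence read at 485/525 nm.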
TCR act: Activators of T cell receptors: qHTS campaign | primary human leukocytes, anti-CD3, IL-2 HTRF, 48 h | Potency, µM (series often up to 9.22 µM), for inactives: at the top dose activation of IL-2 secretion, usual class: activators | 330,000 tested, under 10 active | AID 504894, 2011; further: % of control where 0% means no effect
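Primary human leukocytes were stimulated with a-CD3 beads plus compounds for 48 hr without co-stimulation; secreted IL-2 was quantified by HTRF using a-IL-2-K (europium cryptate) and a-IL-2-d2, excited at 320nm with acceptor emission read at 665nm.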
Tb PFK inh: qHTS Assay to Find Inhibitors of T. brucei phosphofructokinase; ATP-dependent 6-phosphofructokinase (Trypanosoma brucei brucei), O15648; T. brucei PFK, ADP-Glo luminescence; Potency, µM (highest dose often 57.5 µM), for inactives: at the top dose activity, negative = inhibition, most hits filed as inhibitors; hit rate 0.17% among 330,000; AID 485367, 2010;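 further: potency means the concentration at half of the fitted maximal effect; 0% = uninhibited 1x PFK enzyme wells and -100% = no-enzyme wells; nearly all actives have a fitted effect of over 60% in size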
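In TEA buffer at pH 8.0 with 5 mM MgCl2, enzyme (1.25 nM) converted F6P (0.5 mM) and ATP (0.1 mM) for 45 min at room temperature. ADP product was read by luciferase luminescence.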
a7 integrin act: qHTS for Activators of Integrin-Mediated Alleviation for Muscular Dystrophy; AID 624291, 2012; alpha7betagal myoblasts, beta-gal FDG fluorescence, 48 h; Potency, µM (top dose mostly 38.3 µM), for inactives: at the highest dose activation, most hits filed as activators; hit rate 0.064% among 350,000;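 further: potency means the concentration at half of the fitted maximal effect; 100% = response of the positive control SU9516; nearly all actives have a fitted effect of over 60% in size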
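Alpha7betagal+/- myoblasts (passage 13) were plated 16-24 hr, then exposed to compounds (1:260 dilution of DMSO stock) for 48 hours at 37C. After MPER lysis, β-galactosidase reporter activity was read as FDG fluorescence (ex 480/em 540) after 30 minutes.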
TSG101-PTAP inh: qHTS Assay for Iinhibitors of HIV-1 Budding by Blocking the Interaction of PTAP/TSG101; Tumor susceptibility gene 101 protein (Homo sapiens), Q99816; Fluorescence polarization, FITC-PTAP peptide / Tsg101 binding; Potency, µM (highest dose often 115 µM), for inactives: top-dose activity change, negative = inhibition, most hits filed as inhibitors; 340,000 tested, under 10 active; AID 493005, 2010; active means well fitted inhibition curve with a large enough effect in the main read-out, with a control signal flat, not every such curve was filed as active; inconclusive means small, poorly fitted or top-dose-only effect, or effect the other way, or a change in a side signal; inactive means no such curve, though single readings can be large or run the other way; further: potency means the concentration at half of the fitted maximal effect; % of control where 0% means no effect
Target sequence (Q99816 whole entry, looked up): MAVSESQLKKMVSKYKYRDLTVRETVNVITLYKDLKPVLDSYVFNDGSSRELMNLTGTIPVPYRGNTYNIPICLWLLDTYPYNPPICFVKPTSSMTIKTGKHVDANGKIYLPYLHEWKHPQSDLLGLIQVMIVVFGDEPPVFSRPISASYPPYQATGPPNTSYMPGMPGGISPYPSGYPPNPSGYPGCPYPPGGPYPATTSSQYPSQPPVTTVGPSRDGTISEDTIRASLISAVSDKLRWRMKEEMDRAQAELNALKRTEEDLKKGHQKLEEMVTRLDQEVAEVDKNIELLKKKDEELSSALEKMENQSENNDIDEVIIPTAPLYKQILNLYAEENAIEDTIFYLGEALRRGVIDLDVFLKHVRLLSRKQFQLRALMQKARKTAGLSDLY
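Fluorescence polarization binding of Tsg101 binding domain (10 uM final) to FITC-labeled PTAP peptide (50 nM final) in HEPES pH 7.5 buffer with NaCl, Tween 20, EDTA, TCEP. Compounds added before peptide; binding 20 min at RT.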
A-T KAP1 phos: qHTS Assay for Identifying a Potential Treatment of Ataxia-Telangiectasia; […] A-T fibroblasts, KAP-1 phosphorylation AlphaLISA; neocarzinostatin DNA damage 30 min before lysis; AID 485349, 2010; hit rate 0.19% among 320,000; Potency, µM (highest dose often 57.5 µM), inactives show at the highest dose activation, most hits filed as activators; further: potency means the concentration at half of the fitted maximal effect; % of control where 0% means no effect; nearly all actives have a fitted effect of over 45% in size
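hTERT-immortalized A-T patient fibroblasts ([…]), 500 cells/well in OPTI-MEM, 1% FBS, got compounds for 60 min, then NCS for 30 min at 37C. Lysates were then assayed for phospho-KAP-1 by AlphaLISA (anti-pKAP1 donor, anti-KAP1 acceptor beads), 6 hr at 25C.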
Mito fusion act: qHTS Assay for Small Molecule Inhibitors of Mitochondrial Division or Activators of Mitochondrial Fusion. S. cerevisiae fusion-defective mutant growth rescue, CellTiterGlo 48 h. Potency, µM (highest dose often 46.1 µM), inactives show top-dose growth rescue (activation), most hits filed as activators. hit rate 0.23% among 320,000;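 further: potency means the concentration at half of the fitted maximal effect; % of control where 0% means no effect; nearly all actives have a fitted effect of over 45% in size; temperature-sensitive fusion mutants such as fzo1-1 at 37 °C on non-fermentable ethanol glycerol medium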
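Temperature-sensitive fusion-defective S. cerevisiae (e.g. fzo1-1, mgm1-5) were grown with compound in YPEG medium (3% ethanol, 3% glycerol) for 48 hours at 37C. Growth rescue was measured as viability by CellTiterGlo luminescence after 10 minutes at ambient.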
The depositor's hits bear a star; ? = inconclusive; . = no result given; [ ] = dose if it differs, or a comment. Unless noted, the call rests on the fitted dose curve; in most records, active means well fitted curve in the direction sought with a large enough effect; inconclusive means small, poorly fitted or top-dose-only effect, or another doubt; inactive means no such curve, though single readings can be large; an effect the other way counts as inactive or inconclusive.

SMILES	ASM inhibitor	BCR signal inh	ELG1 repair inh	TSHR antag	Eya2 inh	TCR act	Tb PFK inh	a7 integrin act	TSG101-PTAP inh	A-T KAP1 phos	Mito fusion act
CC(C)CNC(=O)CC(NCC(C)C)C(=O)O (stereo not given)	.	9%	-4%	-8	3%	0%[46.1 µM]	2%	.	.	9%	4%
COc1ccc(-c2nc(-c3cccnc3)no2)cc1	3%	?	?	-9	4%	-2%	1%	?	-1%	5%	-2%
COc1cc(-c2csc(CCn3nc(C)cc3C)n2)cc(OC)c1OC	11%	-3%	-29%	-15	?	2%	-3%	20%	1%	2%	3%
CCc1ccc(-c2cc(C)no2)cc1S(=O)(=O)Nc1ccccn1	6%	?	?	-1	-9%	3%	-3%	38%	-2%	0%	3%
O=C(NCc1ccccc1)N1CCC(CO)(CCc2ccccc2)CC1	1%	9%	11%	-5	2%	-2%	-7%	4%	0%	-2%	-4%
Cc1cccc(C)c1OCC(=O)Nc1cccc(S(=O)(=O)N2CCCC2)c1	-3%	-13%	-26%	-23	18%	-1%	-2%	-24%	-3%	20%	-5%
Cc1ncc([N+](=O)[O-])n1CC(=O)Nc1ccc(F)c(Cl)c1	-2%	1%	10%	-7	4%	12%	-10%	-20%	-1%	-26%	12%
COCCNC(=O)CSc1nc2sc(C)c(C)c2c(=O)n1-c1ccccc1	0%	-6%	-15%	1	-15%	6%	0%	1%	0%	0%	6%
O=C(O)c1ccc(N2C(=O)c3cccnc3C2=O)cc1	6%	?	1%	2	7%	-2%	-2%	6%	-3%	8%	6%
Fc1ccc(-c2ccc(/C=N\n3cnnc3)o2)cc1Cl	.	?	-13%	30	0%	1%[46.1 µM]	?	21%	-1%	-3%	-7%
Cc1cc(Cl)ccc1C(=O)C1CCCN(C(=O)c2cncs2)C1 (stereo not given)	-1%	6%	9%	4	-5%	-2%	-1%	2%	-4%	4%	18%
COc1cc(C(=O)N2CCN(c3cc(Cl)ccc3Cl)CC2)cc(OC)c1OC	-4%	?	2%	36	4%	1%[46.1 µM]	-1%	-42%	-1%	13%	3%
Clc1ccc(-c2csc(N/N=C/c3ccco3)n2)cc1	8%	?	?	-1	2%	3%	-5%	1%	2%	-9%	-2%
Cc1cc(NC(=O)Nc2ccc(Cl)c(Cl)c2)n(-c2ccccc2)n1	-4%	?	0%	13	2%	-5%	19µM*	-26%	-5%	10%	6%
Cc1ccc(S(=O)(=O)N(CC(O)CN2CCOCC2)c2cccc([N+](=O)[O-])c2)cc1 (stereo not given)	-4%	1%	15%	5	6%	14%	14%	24%	-7%	4%	-2%

The final two records of the section before lead into the next:
SMILES	ASM inhibitor	BCR signal inh	ELG1 repair inh	TSHR antag	Eya2 inh	TCR act	Tb PFK inh	a7 integrin act	TSG101-PTAP inh	A-T KAP1 phos	Mito fusion act
Cc1cc(NC(=O)Nc2ccc(Cl)c(Cl)c2)n(-c2ccccc2)n1	-4%	?	0%	13	2%	-5%	19µM*	-26%	-5%	10%	6%
Cc1ccc(S(=O)(=O)N(CC(O)CN2CCOCC2)c2cccc([N+](=O)[O-])c2)cc1 (stereo not given)	-4%	1%	15%	5	6%	14%	14%	24%	-7%	4%	-2%
O=C(COC(=O)CSc1ccc([N+](=O)[O-])cc1)NCCC1=CCCCC1	-1%	1%	7%	-2	-3%	-2%	0%	15%	-1%	4%	0%
CCc1nnc(NS(=O)(=O)c2ccc(NC(=O)c3cccc(Cl)c3)cc2)s1	-7%	-6%	?	-3	10%	-1%	3%	13%	-2%	-3%	-3%
CC(C)N(CC(N)=O)C(=O)c1sc2cc(F)ccc2c1Cl	12%	1%	4%	5	-2%	4%	3%	-5%	-5%	-8%	-2%
C=CCn1c(SCC(=O)N2CCOCC2)nc2sc(CC)cc2c1=O	4%	?	?	-22	-5%	-4%	0%	1%	-4%	-3%	.
CCC[C@H](CN[C@@H](CNC)[C@H](C)O)NCCc1ccc(OC)cc1	-1%	1%	1%	0	8%	-6%	-4%	33%	-1%	1%	-2%
COc1ccc(N2C(=O)CC(Nc3ccc(F)cc3)C2=O)c([N+](=O)[O-])c1 (stereo not given)	-2%	?	11%	-2	6%	6%	-7%	-601%[inhibitor]	0%	-5%	4%
O=C(NCc1cccnc1)c1ccc(COc2ccccc2Br)cc1	-2%	-22%	?	-13	-2%	-4%	-3%	1%	-2%	0%	-20%
COc1ccc(/C=C/C(=O)NC(=S)NCc2ccccc2)cc1OC	49%[activator]	?	?	-7	-3%	-12%	0%	-32%	0%	4%	-4%
COc1ccc(CCCNC(=O)CC#N)cc1OC	4%	2%	0%	-5	-8%	-8%	4%	19%	-2%	6%	-1%
COc1ccc(NC(=O)COc2ccc(-n3cnnn3)cc2)cc1OC	0%	2%	-13%	-4	14%	-3%	-5%	?	-2%	-1%	1%
O=C(NCc1cccs1)c1ccccc1	-1%	2%	0%	-5	11%	-6%	3%	18%	-9%	.	-4%
O=C(Nc1ccccc1F)c1ccc(-n2cncn2)nc1	-1%	-10%	12%	8	11%	-2%	2%	-12%	0%	8%	-1%
COc1ccc(S(=O)(=O)Nc2ccc(S(=O)(=O)Nc3nccs3)cc2)cc1	-1%	-2%	6%	4	7%	3%	1%	13µM*	-5%	1%	-6%
O=C(Nn1c(O)c(C=C2N=c3ccccc3=N2)sc1=S)c1cccc(Cl)c1	-7%	?	20%	6	1%	5%	9%	-16%	-8%	-6%	1%
Cc1cc(NS(=O)(=O)c2ccc(NC(=O)CSc3nc4sc(C(=O)O)c(C)c4c(=O)[nH]3)cc2)no1	-5%	3%	-11%	-2	4%	4%	18%	-24%	1%	-5%	-4%
O=C(CC(=O)Nc1ccc(Cl)c(Cl)c1)N/N=C/c1ccc(O)cc1	-7%	-1%	-5%	-4	-6%	24%[46.1 µM]	1%	10%	-2%	-6%	-1%
CCN(CC)C1CC(=O)N(c2cccc(C)c2)C1=O (stereo not given)	.	0%	8%	7	-9%	-7%[46.1 µM]	7%	.	.	0%	-16%
COc1cc(C)c(NC(=O)COc2cccc3c2OC(C)(C)C3)cc1OC	3%	-15%	18µM*	-41	-19%	1%	-1%	0%	-1%	5%	5%
Cn1c(SCC(=O)NC(C)(C)C)nnc1-c1cccc(NC(=O)c2ccccc2F)c1	6%	11%	-6%	-1	13%	.	1%	17%	-5%	-1%	-4%
CC(=O)N1CCC(C(=O)NC2CC(C)(C)Cc3c2cnn3-c2ccc(F)cc2)CC1 (stereo not given)	-2%	-2%	10%	7	-9%	6%	0%	9%	-1%	2%	1%

By substructure, the compounds so far containing a furan ring, fused or not
SMILES	ASM inhibitor	BCR signal inh	ELG1 repair inh	TSHR antag	Eya2 inh	TCR act	Tb PFK inh	a7 integrin act	TSG101-PTAP inh	A-T KAP1 phos	Mito fusion act
Fc1ccc(-c2ccc(/C=N\n3cnnc3)o2)cc1Cl	.	?	-13%	30	0%	1%[46.1 µM]	?	21%	-1%	-3%	-7%
Clc1ccc(-c2csc(N/N=C/c3ccco3)n2)cc1	8%	?	?	-1	2%	3%	-5%	1%	2%	-9%	-2%
